High-throughput results: PubChem, National Center for Advancing Translational Sciences (NCATS)
GLP1R inv ag = inverse agonists of human GLP-1 receptor; Potency, µM (series often up to 38.3 µM), for inactives: top-dose activity change, negative = inhibition, usual class: inhibitors; P43220; HEK293 GLP-1R CRE-luciferase, luminescence, 24 h; GLP-1R form is constitutively active; hit rate 1.6% among 410,000; further: potency means the concentration at half of the fitted maximal effect; on the % scale 0 is the no-effect control and ±100 the full control effect; nearly all actives have a fitted effect of over 55% in size
Target sequence (P43220 whole entry, looked up): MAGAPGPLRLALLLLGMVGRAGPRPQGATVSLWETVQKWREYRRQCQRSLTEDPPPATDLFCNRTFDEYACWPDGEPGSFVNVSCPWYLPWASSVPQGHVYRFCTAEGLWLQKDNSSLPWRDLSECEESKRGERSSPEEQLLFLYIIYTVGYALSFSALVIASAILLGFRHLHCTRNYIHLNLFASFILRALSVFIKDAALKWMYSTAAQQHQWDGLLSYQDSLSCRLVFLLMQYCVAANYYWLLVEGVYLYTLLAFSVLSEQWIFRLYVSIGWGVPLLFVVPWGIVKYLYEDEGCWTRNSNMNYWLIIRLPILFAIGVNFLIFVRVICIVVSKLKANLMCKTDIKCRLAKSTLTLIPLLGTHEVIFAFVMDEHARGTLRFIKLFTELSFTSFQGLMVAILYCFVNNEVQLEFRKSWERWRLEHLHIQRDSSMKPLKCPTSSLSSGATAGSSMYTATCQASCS
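Inverse agonism was detected as reduced cAMP-driven luciferase luminescence after 24 h compound treatment. The cells were HEK293 clones expressing constitutively active human GLP-1R with the reporter. Reporter-only and GPR119 cell lines served as counterscreen controls.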
Akt phos inh = blocks phosphorylation of Akt. activity change, % for hits at 50 µM. Neuro2A IGF-stimulated pAkt S473 HTRF, 20 min; stronger effect = lower value. hit rate 0.32% among 360,000; in the data active means activity change below about -80%; inconclusive means mostly about -51% to -80%; further: on the % scale 0 is the no-effect control and ±100 the full control effect
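Neuro2A cells in DMEM with 0.5% FBS, overnight at 37 deg C, given compound at single 50 µM final, then IGF (6 nM final) for 20 min at 37 deg C. Lysed; phospho-Akt Ser473 by HTRF after 24 h, 665/615 ratio.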
Mm-Cpn inhibitor = M. maripaludis TRiC chaperonin inhibition; hit rate 0.031% among 330,000; AID 504842; Potency, µM (top dose mostly 76.9 µM), without a hit: top-dose activity, negative = inhibition, hits mostly inhibitors; purified Mm-Cpn ATPase, ADP Transcreener TR-FRET; further: potency means the concentration at half of the fitted maximal effect; on the % scale 0 is the no-effect control and ±100 the full control effect; nearly all actives have a fitted effect of over 80% in size
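ATPase read-out: TR-FRET ADP immunoassay (anti-ADP Eu cryptate vs ADP-d2), ex 320 nm, em 590/665 nm; signal drops as ADP forms. Enzyme 25 nM, ATP 10 uM, 30 min at 37°C after 10 min compound preincubation.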
TDP-43 yeast inh = TDP-43 toxicity inhibition in yeast | TDP-43 expressing yeast growth rescue, BacTiter-Glo, 24 h | Potency, µM (series often up to 46.1 µM), for inactives: at the highest dose growth rescue (activation), hits mostly activators | hit rate 1.8% among 410,000 | AID 652104; further: potency means the concentration at half of the fitted maximal effect; % of control where 0% means no effect; nearly all actives have a fitted effect of over 50% in size
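Cell-based yeast growth screen: TDP-43 expression induced in galactose, inoculum OD600=0.02 after raffinose pregrowth to mid-log. Read-out BacTiter-Glo luminescence at 24 hr, 30 deg C; inhibition of toxicity seen as signal increase.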
FUS suppressor = suppressors of FUS proteinopathy in yeast | Potency, µM (series often up to 76.6 µM), for the others: at the highest dose growth rescue (activation), hits mostly activators | hit rate 0.24% among 390,000 | S. cerevisiae FUS-expressing, growth rescue, OD600, 24 h | AID 1347120;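 further: potency means the concentration at half of the fitted maximal effect; plate controls were DMSO vehicle for no effect and reference control for full effect; nearly all actives have a fitted effect of over 55% in size; some results filed as inactive show a strong effect at the top dose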
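Galactose (2%) drives FUS expression in yeast precultured in raffinose; seeding density OD 0.005. Test compounds incubated 24hr at 30C and 99% humidity before absorbance at 600 nm was measured.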
PTHR1 agonist = agonists of human PTHR1 parathyroid hormone receptor. Q03431. HEK293 GP2 PTHR1 cells, GloSensor cAMP luminescence, 1 h. Potency, µM (series often up to 115 µM), for inactives: at the top dose activation, actives largely listed as activators. hit rate 0.075% among 410,000. AID 743266; further: potency means the concentration at half of the fitted maximal effect; nearly all actives have a fitted effect of over 55% in size; some results filed as inactive show a strong effect at the top dose; inactives centre near -15; many of its hits are not listed in these tables
Target sequence (Q03431 whole entry, looked up): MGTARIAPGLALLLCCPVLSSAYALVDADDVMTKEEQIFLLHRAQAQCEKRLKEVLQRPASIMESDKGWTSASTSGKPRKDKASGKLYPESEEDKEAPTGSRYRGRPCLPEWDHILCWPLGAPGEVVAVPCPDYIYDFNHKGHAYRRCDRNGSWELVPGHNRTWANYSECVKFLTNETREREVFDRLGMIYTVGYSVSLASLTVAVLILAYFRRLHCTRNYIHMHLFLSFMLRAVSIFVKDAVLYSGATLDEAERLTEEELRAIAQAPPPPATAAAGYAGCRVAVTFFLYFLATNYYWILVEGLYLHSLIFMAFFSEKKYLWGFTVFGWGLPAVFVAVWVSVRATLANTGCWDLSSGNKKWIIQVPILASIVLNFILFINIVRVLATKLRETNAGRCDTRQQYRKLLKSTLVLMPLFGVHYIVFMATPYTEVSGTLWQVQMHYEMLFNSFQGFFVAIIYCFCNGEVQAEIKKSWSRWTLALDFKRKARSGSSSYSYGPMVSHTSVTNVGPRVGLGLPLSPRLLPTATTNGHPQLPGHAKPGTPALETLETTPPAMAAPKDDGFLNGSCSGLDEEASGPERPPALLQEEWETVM
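HEK-293-derived GP2 cells expressing PTHR1 and a GloSensor cAMP reporter, 3,000/well, plated overnight, given luciferin plus IBMX (each 0.5 mM as added) for 1 h at 37 °C, then compound for 1 h at 37 °C. Luminescence was read after 15 min at room temperature.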
Abeta rescue = restores growth of yeast expressing A-beta42 peptide. yeast expressing A-beta42, growth rescue, OD600, 48 h; response scale: 0% DMSO, 100% iron-clioquinol control. Potency, µM (series often up to 46.1 µM), inactives show top-dose growth rescue, most hits filed as activators. hit rate 0.063% among 410,000; further: potency means the concentration at half of the fitted maximal effect; nearly all actives have a fitted effect of over 55% in size
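Yeast A-beta toxicity model in growth medium with pinned compounds, 48 h at 30 C; growth read as absorbance at 600 nm. Normalized to FeCl3/clioquinol equimolar mix (positive) and DMSO (negative).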
HEK293 tox = cytotoxicity counter-screen for GLP-1 receptor inverse agonists | HEK293 cAMP-luciferase reporter cells, luminescence, 24 h | Potency, µM (series often up to 38.3 µM), without a hit: top-dose activity change, negative = inhibition, actives largely listed as inhibitors | hit rate 0.13% among 410,000;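 further: loss of luciferase light is scored as toxicity; potency means the concentration at half of the fitted maximal effect; on the % scale 0 is the no-effect control and ±100 the full control effect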
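1536-well qHTS counterscreen of the MLSMR; 200 cells/uL, 12 h pre-incubation, 23 nL cpd, 24 h at 37 deg C 5% CO2, luciferase detection reagent, 12 min RT, luminescence. Inhibition = undesired.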
aSyn rescue = rescues yeast growth from alpha-synuclein toxicity. Yeast expressing alpha-synuclein, growth rescue, BacTiter-Glo, 24 h. Potency, µM (titrated, usually from 46.1 µM), for the others: at the highest dose growth rescue (activation), usual class: activators. hit rate 0.14% among 370,000. AID 652106; further: potency means the concentration at half of the fitted maximal effect; % of control where 0% means no effect; nearly all actives have a fitted effect of over 65% in size
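Rescue of yeast growth: cells expressing toxic alpha-synuclein, induced in galactose at OD600 0.02, incubated with compound 24 h at 30 C. ATP luminescence quantified growth; inhibitors of toxicity appear as activators.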
An asterisk follows results filed as active; i = inactive; ? = inconclusive; . = no result given; [ ] = another dose, or the depositor's remark. Unless noted, the call rests on the fitted dose curve; in most records, active means well fitted curve in the direction sought with a large enough effect; inconclusive means small, poorly fitted or top-dose-only effect, or another doubt; inactive means no such curve, though single readings can be large; an effect the other way counts as inactive or inconclusive. Some of the compounds tested; the hit share may differ from the screen's.

mol	GLP1R inv ag	Akt phos inh	Mm-Cpn inhibitor	TDP-43 yeast inh	FUS suppressor	PTHR1 agonist	Abeta rescue	HEK293 tox	aSyn rescue
CC(NC(=O)/C=C/c1ccco1)c1nc2ccccc2n1Cc1ccccc1F (stereo not drawn)	-0.8%	i	-1.1%	-16.6%	.	i	-11.2%	-11.7%	-0.3%
Cc1ccc(C(=O)NC(=S)NNC(=O)c2ccccc2[N+](=O)[O-])cc1	-3.9%	i	0.4%	24.4%	14.7%	-1.1%	32.0%	-11.8%	7.2%
NC(=O)c1c(Nc2nc3c(F)cccc3s2)sc2c1CCCC2	?	i	-3.0%	?	?	-57.2%[inhibitor]	-51.8%[inhibitor]	70.7%[activator]	-5.0%
COc1ccc(N2C(=O)CSC2c2cccc(OC)c2OC)cc1 (stereo not drawn)	0.4%	i	1.3%	18.3%	.	i	5.2%	-2.5%	-3.0%
COc1cccc(OC)c1C(=O)NNC(=O)c1cccc(COc2ccc3c(c2)CCC3)c1	-80.5%	i	2.2%	-7.0%	?	-13.2%[57.5 µM]	4.5%	-12.7%	8.6%
CC(Oc1ccc(Br)cc1)C(=O)NCCCN1CCCC1=O (stereo not drawn)	-12.2%	i	-0.1%	-2.7%	5.5%	i	-10.3%	28.9%	-2.3%
CCOC(=O)c1c(NC(=O)C2CCCN(S(=O)(=O)c3ccccc3)C2)sc2c1CCCC2 (stereo not drawn)	9.3%	i	-3.0%	12.5%	10.9%	i	3.6%	4.0%	0.0%
Cc1cc(C)nc(NS(=O)(=O)c2ccc(N3C(=O)C4CC=C(Cl)CC4C3=O)cc2)n1 (stereo not drawn)	-9.3%	i	-0.9%	-1.8%	17.6%	i	-2.8%	-5.5%	3.2%
CCC1(C)Cc2c(sc3nc(SC)[nH]c(=O)c23)CO1 (stereo not drawn)	13.3%	i	-0.5%	5.4%	-4.6%	-17.2%	8.7%	2.5%	1.3%
CN(C)c1ccc(-c2nc3n(n2)C(c2cccnc2)C2=C(CC(C)(C)CC2=O)N3)cc1 (stereo not drawn)	25.6%	i	-1.0%	-21.3%	.	15.0%	6.2%	5.1%	-6.5%
CCN(CC)S(=O)(=O)c1ccc2[nH]c(=O)cc(C(=O)Nc3ccc(C)c(S(=O)(=O)N(CC)CC)c3)c2c1	?	i	-3.7%	0.0%	?	i	9.8%	15.0%	-1.5%
CC(C)CC(=O)Nc1ccc(C(=O)COc2ccc(-c3nnco3)cc2)cc1	-18.6%	i	-3.5%	16.1%	34.1%	-0.3%	2.8%	-9.9%	1.1%
CCCCCCSc1nnc(N)s1	44.8%[activator]	i	0.7%	?	-7.9%	-8.8%	-38.3%[inhibitor]	6.8%	-1.6%
CSc1nc(C)cc(C)c1C#N	-1.9%	i	-0.2%	6.8%	-53.7%	i	6.0%[9.22 µM]	0.2%	7.9%
COc1ccc(-c2cc(C(=O)N3CCCCCC3)no2)cc1OC	66.4%[activator]	i	-1.1%	16.2%	-8.3%	14.0%	-19.9%	6.2%	-13.8%
COc1ccc(C2=NN(C(=O)CN3CCCC3)C(c3ccc(OC)cc3)C2)cc1 (stereo not drawn)	?	i	-2.6%	-1.3%	19.5%	-12.2%	-7.6%	5.0%	4.6%
Cc1cnc(C(=O)Nc2cccc(-c3nnc4n3CCCCC4)c2)cn1	-1.4%	i	1.0%	10.9%	10.1%	i	16.7%	-3.2%	1.1%
COc1cccc2sc3cc(C#Cc4ccccn4)ccc3c(=O)c12	59.8%[activator]	i	-16.2%	11.2%	?	-39.1%[inhibitor]	-30.8%	13.4%	-0.4%
O=c1cc(-c2ccccc2)nc(N2CCCCC2)[nH]1	-0.1%	i	1.8%	27.4%	28.3%	i	-19.1%	15.2%	-1.6%
CC(=O)Oc1ccc(C(=O)Cc2ccc3ccccc3n2)c(O)c1C	9.7%	i	?	15.9%	-1.5%	-21.8%	-12.2%	-4.3%	-6.2%
CC1(C)CC(=O)C=C(OC(=O)c2ccc(Cl)cc2)C1	-0.8%	i	2.0%	-16.2%	1.0%	i	-11.9%	-17.1%	-6.9%
CC(Sc1nnc(CN2CCCC2)n1Cc1ccccc1)C(=O)Nc1ccc(F)cc1 (stereo not drawn)	?	i	-0.8%	-0.6%	0.0%	i	-9.2%	0.0%	8.4%
COc1ccc(NC(=O)Cn2c(=O)n(CCC(=O)NCc3ccccc3OC)c(=O)c3ccccc32)cc1Cl	21.6%	.	.	9.2%	-7.2%	i	-9.4%	3.6%	.
Cc1ccc2nc(SCC(=O)Nc3ccc4c(c3)OCO4)nc(=O)n2c1	9.2%	i	-2.9%	-19.1%	2.7%	i	0.8%	-1.8%	-2.4%
CCOC(=O)CC1NCCc2c1[nH]c1ccc(OC)cc21 (stereo not drawn)	?	i	0.6%	4.4%	4.7%	i	10.4%	?	2.1%
CCn1c(=O)n(CC)c2cc(S(=O)(=O)NCCOc3ccccc3)c(C)cc21	0.0%	.	0.4%	-17.7%	19.6%	5.6%[57.5 µM]	7.3%	?	1.3%
CC[C@@]12C(=O)N(c3cccc(Br)c3)C(=O)N1[C@H](c1ccc(Cl)cc1)[C@@H]1C(=O)N(C3CCCCC3)C(=O)[C@@H]12	?	i	-0.1%	21.5%	15.3%	-47.9%[inhibitor]	9.1%	1.4%	7.6%
Cc1ccccc1C(=O)OC1OC(=O)C(Cl)=C1Nc1ccc(C(=O)O)cc1 (stereo not drawn)	3.3%	i	-1.0%	-7.2%	3.9%	-1.8%	-20.0%	5.8%	7.4%
O=C(NCc1ccncc1)[C@@H]1CCCN1C(=O)[C@@H]1CCCN1C(=O)c1c(F)cccc1F	26.9%	i	.	14.1%	-16.9%	-5.4%	-3.5%	5.4%	8.3%
Cc1ccccc1OCC(=O)NC(=S)Nc1ccc(S(=O)(=O)NC2CCCCC2)cc1	-29.1%	i	0.8%	18.4%	-5.5%	-8.9%	5.5%	-2.0%	9.6%
Cc1ccccc1OCC(=O)Nc1sc2c(c1C#N)CCC2	0.0%	i	-5.0%	-5.8%	2.2%	-5.4%[57.5 µM]	21.5%	-13.1%	0.7%
CCOC1=C2[C@@H](CN(S(=O)(=O)c3ccc(C)cc3)[C@H]2c2cccc3ccccc23)[C@H]2C(=O)N(c3ccccc3)C(=O)[C@H]2C1	-9.0%	i	.	20.0%	?	-21.4%	12.9%	-9.5%	6.4%
O=C(O)C1[C@H]2C(=O)N(C3CCCC3)C[C@]23C=C[C@H]1O3 (stereo partly drawn)	-13.8%	i	-3.4%	-15.6%	-14.6%	-24.1%[57.5 µM]	-6.4%	4.8%	-1.0%
CN1CCN(c2ccc([N+](=O)[O-])c(-n3nc(-c4ccccc4)c4ccccc4c3=O)c2)CC1	?	i	0.3%	-13.2%	18.2%	-5.5%[57.5 µM]	27.5%	?	4.7%
Cc1ccc(C(=O)COC(=O)c2ccc(Br)o2)cc1C	1.2%	i	0.9%	?	-6.8%	-17.9%	-21.0%	-12.2%	2.4%
COC(=O)c1ccc(CN2C(=O)NC3(CCCc4ccccc43)C2=O)o1 (stereo not drawn)	-0.2%	i	2.1%	7.4%	-9.9%	-6.1%[57.5 µM]	25.1%	-5.8%	-7.2%
CCOc1cc(/C=N/Nc2ccc(S(=O)(=O)Nc3ccccc3C(=O)O)cc2[N+](=O)[O-])cc(Cl)c1O	12.9%	i	.	13.1%	18.3%	i	-6.9%	?	-9.4%
O=C(c1cccc(C(=O)N2CCN(Cc3ccccc3)CC2)c1)N1CCN(Cc2ccccc2)CC1	-12.6%	i	-0.1%	7.7%	-18.1%	-31.0%[inhibitor][57.5 µM]	26.2%	0.1%	12.9%
Cc1cccc2sc(NC(=O)CCn3cccc3)nc12	-23.9%	i	-1.0%	?	11.0%	-49.4%[inhibitor]	?	-0.9%	-1.2%
CCOC(=O)C1=C(C)NC(=O)NC1c1cccc(OC)c1OCc1ccccc1Cl (stereo not drawn)	-5.7%	i	-1.2%	6.9%	17.2%	i	0.7%	4.1%	-2.3%

Arranged by count of non-hydrogen atoms (falling): three of the compounds above
mol	GLP1R inv ag	Akt phos inh	Mm-Cpn inhibitor	TDP-43 yeast inh	FUS suppressor	PTHR1 agonist	Abeta rescue	HEK293 tox	aSyn rescue
CCOc1cc(/C=N/Nc2ccc(S(=O)(=O)Nc3ccccc3C(=O)O)cc2[N+](=O)[O-])cc(Cl)c1O	12.9%	i	.	13.1%	18.3%	i	-6.9%	?	-9.4%
CCOC(=O)C1=C(C)NC(=O)NC1c1cccc(OC)c1OCc1ccccc1Cl (stereo not drawn)	-5.7%	i	-1.2%	6.9%	17.2%	i	0.7%	4.1%	-2.3%
COC(=O)c1ccc(CN2C(=O)NC3(CCCc4ccccc43)C2=O)o1 (stereo not drawn)	-0.2%	i	2.1%	7.4%	-9.9%	-6.1%[57.5 µM]	25.1%	-5.8%	-7.2%

4 entries already listed, arranged by the number in Mm-Cpn inhibitor, rising:
structure | Mm-Cpn inhibitor
CCOC(=O)c1c(NC(=O)C2CCCN(S(=O)(=O)c3ccccc3)C2)sc2c1CCCC2 (stereo not drawn) | -3.0%
COc1ccc(C2=NN(C(=O)CN3CCCC3)C(c3ccc(OC)cc3)C2)cc1 (stereo not drawn) | -2.6%
CCOC(=O)C1=C(C)NC(=O)NC1c1cccc(OC)c1OCc1ccccc1Cl (stereo not drawn) | -1.2%
CC(Sc1nnc(CN2CCCC2)n1Cc1ccccc1)C(=O)Nc1ccc(F)cc1 (stereo not drawn) | -0.8%
